ABCB6 inh MLPCN: human ABCB6 transporter inhibition. AID 602162. 360,000 compounds, 0.19% hits. Q9NP58. fluorescence ratio to DMSO, % at 10 µM. K562-ABCB6 porphyrin accumulation, flow cytometry, 1 h; active compounds read low;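 active = fluorescence ratio to DMSO below 75%, the collection mean minus 3 SD; inconclusive = too few cells collected in the well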;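 note: signal is porphyrin accumulated inside mitochondria; 100% equals median channel fluorescence of DMSO control wells; lower ratio means ABCB6 inhibition with less porphyrin fluorescence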
HTR2A ag: mouse HTR2A agonism via beta-arrestin recruitment | P35363 | CHO-K1 mHTR2A beta-arrestin complementation, luminescence; percent of 30 µM serotonin response | activation, % at 7.6 µM | 360,000 compounds, 0.66% hits | AID 624169;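 active = activation above a run cutoff, the mean activation of all tested compounds plus 3 SD, cut at about 14% in these data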;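 note: 0% = plate median of compound wells and 100% = 30 µM serotonin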
Target sequence (P35363 whole entry, looked up): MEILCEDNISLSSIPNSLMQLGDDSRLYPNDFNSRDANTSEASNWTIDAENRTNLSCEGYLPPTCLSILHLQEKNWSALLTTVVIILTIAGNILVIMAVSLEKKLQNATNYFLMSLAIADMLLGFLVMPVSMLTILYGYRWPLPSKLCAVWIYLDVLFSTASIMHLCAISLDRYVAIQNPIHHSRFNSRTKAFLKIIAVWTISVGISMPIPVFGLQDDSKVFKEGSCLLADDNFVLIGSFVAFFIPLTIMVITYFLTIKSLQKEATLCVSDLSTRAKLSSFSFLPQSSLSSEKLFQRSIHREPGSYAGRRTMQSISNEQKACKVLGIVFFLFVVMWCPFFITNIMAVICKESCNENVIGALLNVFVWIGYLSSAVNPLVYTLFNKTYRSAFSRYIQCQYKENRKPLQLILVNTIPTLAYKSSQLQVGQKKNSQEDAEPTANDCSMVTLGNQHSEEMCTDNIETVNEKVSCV
CaV13 ICDI inh: Disruptors of the CACNA1D IQ motif to Ca2+-dependent inactivation inhibitor domain association, primary screening, Förster resonance energy transfer in intact living … | 340,000 compounds, 0.098% hits | inhibition, % at 12.3 µM | HEK cells, CFP/YFP FRET ICDI-IQ, plate reader, 10 min; percent FRET-ratio fall versus neutral wells;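 active = mean replicate inhibition of at least 30% and at least 1% of replicates passing that level; inconclusive = only one of the two criteria is met; inactive = neither criterion is met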;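 note: 0% = median of the neutral control wells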
Vif inh: HIV Vif inhibition; HEK293T cells, Vif self-association by quenched fluorescence, imaging, 24 h; inhibition, % at 7.49 µM; 340,000 compounds, 0.35% hits; in the data active = inhibition above about 50%, passing the limit was not always enough; inconclusive = no clear call, values can overlap the other calls; inactive = below about 31%; note: some results filed as inactive read as strong as hits
iPSC survival up: hiPSC single-cell survival enhancement; ATPlite luminescence; 100% = ROCK inhibitor wells, 0% = DMSO; survival enhancement, % at 20 µM; 360,000 compounds, 0.044% hits; AID 602274; in the data active = survival enhancement above about 18%;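 note: cells exposed to compounds for 16 hours before the ATP read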
PDI turbidity: inhibitors of human protein disulfide isomerase; P07237; 350,000 compounds, 0.052% hits; PDI insulin aggregation turbidity, A650, 90 min; AID 588391; inhibition, % at 10 µM;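 active = mean inhibition across replicates of 30% or more, whatever share of single replicates reach that level; inconclusive = mean inhibition below 30% while every single replicate reaches 30%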;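 note: absorbance from insulin aggregation driven by PDI reduction with DTT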
Target sequence (P07237 whole entry, looked up): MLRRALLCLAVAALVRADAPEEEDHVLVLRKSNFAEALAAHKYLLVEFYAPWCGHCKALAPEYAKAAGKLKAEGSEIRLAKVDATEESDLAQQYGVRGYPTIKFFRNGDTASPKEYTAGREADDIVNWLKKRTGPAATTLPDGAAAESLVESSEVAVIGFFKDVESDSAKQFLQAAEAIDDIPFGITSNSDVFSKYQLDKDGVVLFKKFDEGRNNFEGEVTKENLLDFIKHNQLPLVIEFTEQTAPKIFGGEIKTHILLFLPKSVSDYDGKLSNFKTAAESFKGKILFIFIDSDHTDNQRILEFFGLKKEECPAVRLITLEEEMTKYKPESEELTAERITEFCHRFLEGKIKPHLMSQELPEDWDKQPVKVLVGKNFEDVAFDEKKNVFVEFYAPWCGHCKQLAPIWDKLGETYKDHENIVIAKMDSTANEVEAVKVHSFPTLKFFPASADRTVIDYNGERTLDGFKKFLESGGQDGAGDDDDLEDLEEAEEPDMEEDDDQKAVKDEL
aDG glyco up: increases alpha dystroglycan glycosylation; activation, % at 10 µM; 360,000 compounds, 0.22% hits; Pro5-aDG cells, alpha-DG glycosylation AlphaScreen (IIH6); 0% Pro5, 100% B10-LARGE cell signal;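 active = activation of at least 8% versus controls, or a plate z-score of at least 8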;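 note: Pro5 are CHO cells carrying HIG-tagged alpha-DG that lacks glycosylation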
Glyco luc inh: blocks N-linked glycosylation in D54 reporter cells. reporter increase, % at 12.5 µM. D54 ERlucT glycosylation luciferase reporter, 24 h; percent of 100 nM tunicamycin response. 360,000 compounds, 0.23% hits;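 active = mean luciferase reporter signal, scaled so untreated is 0 and the glycosylation-blocking control 100, at or above a set limit in every replicate; inconclusive = mean reaches the limit but not every replicate does; inactive = mean below the limit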;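 note: luciferase carries N-glycosylation sites so blocking glycosylation raises the light; 0% = median of neutral control wells and 100% = median of 100 nM tunicamycin wells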
Cardio protect: protects H9c2 cardiomyocytes from peroxide injury; H2O2 injury protection, ATPLite, 2 h; protection from H2O2 cell death, % at 20 µM; 360,000 compounds, 0.63% hits; AID 588492;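 active = compounds giving at least 50% protection of heart cells from peroxide-induced death in the single-dose screen, raw or plate-pattern-corrected value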;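 note: 0% = DMSO wells with peroxide and 100% = DMSO wells without peroxide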
Exocytosis inh: blocks lytic granule exocytosis; TALL-104 LAMP-1 surface exposure, flow cytometry; cells stimulated with thapsigargin and PMA; inhibition, % at 10 µM; 360,000 compounds, 0.66% hits;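 active = inhibition above about 55%, limit read from the data; inconclusive = no clear call, values can overlap the other calls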
* = called active by the depositor; ? = inconclusive; nt = not tested or not shown. Outcome played no part in choosing rows, and some 3.1% of all compounds hit somewhere here.

SMILES	ABCB6 inh MLPCN	HTR2A ag	CaV13 ICDI inh	Vif inh	iPSC survival up	PDI turbidity	aDG glyco up	Glyco luc inh	Cardio protect	Exocytosis inh
Cc1ccc(C(=O)NCCNC(=O)c2ccc(F)cc2)cn1	93.0	11.2	-6.6	34.1	-0.5	-7.9	-0.1	3.0	5.6	3.9
C=CCNC(=O)C(=O)NCC(c1ccc2c(c1)OCO2)N1CCN(c2ccc(F)cc2)CC1 (stereo unspecified)	100.0	-3.0	-7.4	-6.2	0.0	-6.9	0.0	-1.5	-2.9	3.0
Cc1ccc(-n2nc3c(=O)n(C(C)C(=O)NCc4ccc(Cl)cc4)nc(C)c3c2C)cc1 (stereo unspecified)	98.0	3.8	-2.3	-8.0	-0.6	-6.1	0.9	0.3	-0.2	27.6
O=S(=O)(Nc1nc2ccccc2s1)c1ccc(Cl)s1	99.0	5.2	nt	nt	2.2	5.5	-0.2	2.5	-15.4	3.8
CC(=O)c1cn(-c2ccc([N+](=O)[O-])cc2)c(=O)n(C)c1=O	96.0	-0.1	-21.0	26.9	-0.7	4.0	0.2	-0.3	7.8	0.1
COc1ccc(-c2ccc(=O)n(CC(=O)Nc3nnc(C(C)C)s3)n2)cc1OC	95.0	-0.5	-3.0	nt	6.3	3.3	0.0	-0.8	6.7	1.4
COc1ccc(CCNC(=O)CCC(=O)n2ncc3cc(C)ccc32)cc1OC	97.0	-1.8	-5.3	3.2	-2.6	nt	-0.5	1.2	4.3	1.9
COc1ccc(Br)cc1S(=O)(=O)N1CCOCC1	90.0	1.9	nt	nt	-0.6	-1.3	0.1	1.8	-3.1	-2.6
Cc1ccc(S(C)=O)cc1-n1c(=O)n(Cc2ccccc2)c(=O)c2[nH]cnc21 (stereo unspecified)	92.0	-26.7	-4.3	10.3	0.2	-5.7	-0.1	2.8	0.9	-1.5
CCN(CC(=O)NCc1cccs1)C(=O)COc1ccccc1C#N	100.0	-5.4	-2.6	-5.5	-0.3	-2.8	0.0	0.9	6.3	-4.1
CCc1cc(CNC(=O)c2cccc(OC3CCN(S(C)(=O)=O)CC3)c2)on1	102.0	11.5	-2.2	-26.2	-0.2	0.0	0.0	-1.9	-4.2	0.7
Cc1nc(-c2nnc(-c3ccccc3)o2)c(C(F)(F)F)o1	103.0	0.1	-5.2	6.7	-0.3	-2.4	0.6	2.1	4.0	-2.6
Cc1nc(N)sc1-c1csc(Nc2ccc(S(N)(=O)=O)cc2)n1	105.0	5.2	-5.8	7.0	0.9	-2.1	0.1	1.1	35.9	-9.5
COc1ccc(CNC(=O)CC[C@H]2O[C@@H](n3cnc4c(NC(=O)c5ccccc5)ncnc43)[C@H](O)[C@@H]2O)cc1	96.0	1.9	-6.4	-10.7	-3.6	nt	0.4	1.3	1.4	0.9
O=C(Nc1cccc(F)c1)Nc1ccc(Cl)cn1	99.0	5.8	-21.3	-1.5	-0.5	4.0	0.1	2.6	3.5	-11.4
COC(=O)c1ccc(C2/C(=C(\O)c3ccc(OC)c(C)c3)C(=O)C(=O)N2c2cc(C)on2)cc1 (stereo unspecified)	94.0	-1.1	-5.3	7.2	3.1	0.2	0.1	1.8	-1.6	-0.7
COc1ccc(S(=O)(=O)Nc2ccccc2OC)cc1N=Nc1c(O)[nH]c(=S)[nH]c1=O	93.0	5.2	-7.1	15.7	2.1	0.8	0.0	8.0	8.3	0.7
CCOC(=O)C1=C(CSc2nccn2C)NC(=O)NC1c1ccc(OC)cc1 (stereo unspecified)	102.0	0.7	-4.1	7.9	5.0	-1.0	0.0	-3.2	5.2	-0.5
COc1ccc(N(C(=O)c2cccnc2)S(=O)(=O)c2ccccc2)cc1	87.0	-9.8	-5.7	-38.7	-1.6	4.1	-0.1	-0.6	25.6	4.9
COc1cccc(OC)c1C(=O)NCCc1ccccc1	101.0	-2.7	-3.4	-22.6	0.0	-3.8	-0.1	1.1	1.7	-1.5
Cc1ccc(F)cc1NC(=O)C1CCCN(c2ncccn2)C1 (stereo unspecified)	88.0	0.8	-5.8	nt	0.6	-4.5	0.1	-0.7	2.5	0.8
Cc1ccccc1NC(=O)Cc1nnc(SCC(=O)N2CCOCC2)n1C	100.0	-1.8	nt	-3.7	0.1	3.0	-0.2	0.8	0.2	-1.3
O=C(Cn1cncn1)N/N=C/c1cccc2ccccc12	91.0	-0.2	-1.8	-3.5	-2.1	-0.9	-0.2	2.9	1.3	0.7
CCOC1(NC(=O)c2ccccc2)C(C)=CC(=O)C=C1C	95.0	2.7	-4.3	1.6	-4.1	15.5	-0.1	-0.4	3.8	0.8
COC(=O)c1ccccc1NC(=O)COC(=O)CSc1nnc(N)s1	92.0	-1.6	-5.2	2.0	-2.9	5.5	-0.2	0.8	7.4	5.2
Later entries.
SMILES	ABCB6 inh MLPCN	HTR2A ag	CaV13 ICDI inh	Vif inh	iPSC survival up	PDI turbidity	aDG glyco up	Glyco luc inh	Cardio protect	Exocytosis inh
O=C(N/N=C/c1cccc(O)c1)c1csc2ccccc12	112.0	-0.8	nt	0.0	-1.3	-7.3	0.1	-0.1	0.5	-15.4
O=C(O)c1n[nH]c2c1CCCC2	nt	-1.8	-4.4	9.5	7.5	-0.7	0.1	-1.2	0.1	0.1
C=CCn1c(CNC(=O)c2cccs2)n[nH]c1=S	101.0	1.4	-7.2	0.4	-0.8	-5.0	0.0	3.5	9.6	-0.3
CSC1=NCCN1CCOc1ccccc1	107.0	-0.1	-1.1	11.9	0.9	0.3	0.0	-0.6	-5.9	-6.0
C=CCn1c(SCc2ccc(F)cc2)nnc1-c1sc2nc(C)cc(C)c2c1N	108.0	2.4	-16.6	4.6	0.1	-1.2	0.2	-2.4	-0.4	12.2
CCOc1ncccc1C(=O)Nc1nnc(C(CC)CC)s1	99.0	-2.1	-7.5	-0.3	0.8	-2.3	0.3	2.2	2.9	-0.2
O=C(NNc1ccccc1[N+](=O)[O-])Nc1ccc(F)cc1F	101.0	2.6	-3.5	2.9	0.1	-4.1	-0.1	2.7	10.6	-5.5
COc1cc(COCC(O)CN2CCCCC2C)cc(OC)c1OC (stereo unspecified)	101.0	10.9	-18.7	-13.6	-0.2	13.2	0.1	0.7	7.4	-0.7
O=C(CSc1nnc(COc2ccccc2)o1)Nc1nccs1	99.0	-0.9	-8.0	14.5	-0.3	nt	0.0	0.2	17.6	5.1
O=C(CN1CCN(c2cccc(Cl)c2)CC1)Nc1ccc(S(=O)(=O)N2CCOCC2)cc1	88.0	-3.5	-12.9	-0.3	0.6	8.3	0.7	-1.9	-8.4	6.1
CCCCn1c(=S)[nH]c2ncccc2c1=O	100.0	5.4	nt	13.8	0.6	-2.3	-0.1	-0.3	-2.8	-0.5
Cc1nnc(-c2cnn(-c3ccccc3)c2N)n1Cc1ccncc1	97.0	6.0	-8.7	-3.8	-1.9	1.2	0.1	0.9	4.2	-2.2
CCOc1ccc(NC(=O)CSc2nc(N)c(-c3ccccc3)c(=O)[nH]2)cc1	99.0	-3.9	8.0	2.9	-1.2	-3.5	-0.2	2.3	8.8	1.1
Cc1nn(CC(=O)NC2CCCCC2)c(C)c1[N+](=O)[O-]	94.0	6.3	-14.3	nt	6.4	-3.2	-0.3	-0.2	16.0	-1.3
CCC(CC)NCc1ccc2c(c1)c1ccccc1n2CC	95.0	-8.8	7.9	3.1	-2.5	6.1	4.5	-2.2	11.4	-3.9
Cc1nn(-c2ccccc2)c(C)c1/C=N/NC(=O)CSc1nc2ccccc2c(=O)n1-c1ccc(Br)cc1	99.0	-5.1	-5.2	nt	-0.6	-0.8	0.0	-4.6	-11.1	-0.6
O=c1c2oc3ccccc3c2[nH]c(=S)n1-c1ccccc1	101.0	1.9	-5.6	-3.6	0.9	-6.5	-0.1	-10.0	13.8	-1.9
COc1ccc(CNC(=O)C(NS(=O)(=O)c2cccc3nsnc23)C(C)C)cc1 (stereo unspecified)	97.0	5.4	-7.1	0.3	-0.5	-4.7	0.0	-0.8	0.2	-5.6
CCCOc1ccc(-c2cnc(SCC(N)=O)nc2N)cc1	93.0	6.8	nt	-4.8	1.0	2.3	0.2	-1.3	-16.4	?
O=C(COC(=O)C1=COCCO1)NCCCc1ccccc1	102.0	5.7	-6.2	2.4	3.2	4.1	-0.1	-0.4	1.9	-3.2
CC(=O)Oc1ccc(-c2cccc(C(=O)N3CCCCC3)c2)cc1	96.0	-2.9	-19.1	7.2	0.4	-4.5	-0.1	1.8	8.1	5.6
COCCNC(=O)C1CCCN(C(=O)COc2ccc(C(C)(C)C)cc2)CC1 (stereo unspecified)	99.0	4.2	-5.7	5.1	-3.0	-46.0	0.1	2.7	-7.1	-2.5
CCOC(=O)c1cccc(NC(=O)Nc2ccc3c(c2)C(=O)OC3)c1	94.0	-0.4	-2.0	-2.0	-0.7	-2.9	0.1	-0.2	0.3	-4.9
CCCCC(=O)Nc1nnc(-c2ccco2)o1	98.0	8.3	-4.8	1.2	0.0	6.5	-0.1	0.6	9.5	0.2
Cc1[nH]c2ccccc2c1C(=O)CSC(=S)N(C)C	96.0	-5.4	-8.0	0.2	-1.0	0.8	-0.2	1.2	13.3	-0.3
(further entries)
SMILES	ABCB6 inh MLPCN	HTR2A ag	CaV13 ICDI inh	Vif inh	iPSC survival up	PDI turbidity	aDG glyco up	Glyco luc inh	Cardio protect	Exocytosis inh
COc1ccc(C(c2nnnn2CCc2ccccc2)N2CCN(C3CCCC3)CC2)cc1OC (stereo unspecified)	93.0	-7.7	-3.6	9.7	3.2	10.7	-0.3	-2.0	1.8	-0.2
COc1ccccc1C1C(C#N)=C(N)Oc2c1oc(CO)cc2=O (stereo unspecified)	94.0	11.6	-0.3	-6.4	-0.7	0.0	0.3	0.9	2.1	0.5
O=C(O)c1cccc(NC(=S)NC(NC(=O)c2ccco2)C(Cl)(Cl)Cl)c1 (stereo unspecified)	100.0	6.6	-15.3	-10.5	-0.8	-3.9	0.0	1.2	-3.8	-1.6
COc1cccc2cc(C(=O)Nc3ccc(S(=O)(=O)NCC4CCCO4)cc3)c(=O)oc12 (stereo unspecified)	93.0	-4.3	-4.0	-2.3	-0.5	-1.8	0.1	-0.7	11.7	0.3
CC(=O)Nc1cc(-c2ccc(CO)cc2)cn2c(-c3ccc(F)cc3)cnc12	107.0	-3.8	-4.1	0.9	-1.2	6.6	-0.3	-2.2	6.5	12.5
CC(=O)OCC1OC(c2ccccc2)C(OC(C)=O)C(OC(C)=O)C1OC(C)=O (stereo unspecified)	105.0	5.7	-4.2	-3.2	-0.3	-3.0	-0.2	-0.3	1.7	5.1
CC(=O)NC(CC(=O)NNC(=O)c1cccs1)c1ccccc1 (stereo unspecified)	99.0	2.5	-6.0	2.1	-0.5	5.4	0.0	0.1	-1.5	-1.4
CCOC(=O)c1c(CN2CCN(C)CC2)n(C)c2cc(Br)c(OC)cc12	99.0	-9.4	-4.1	-8.1	-2.7	2.3	2.0	2.5	-5.4	6.8

High-throughput results deposited in PubChem by several laboratories.
